G9a inh = blocks human histone lysine methyltransferase G9a. actives 8.8% (n = 350,000). G9a H3K9 monomethylation, AlphaScreen, 2 h. Potency, µM (titrated, usually from 102 µM), for inactives: at the top dose activity, negative = inhibition, hits mostly inhibitors. AID 504332; also: % is scaled to controls: 0 for no effect and ±100 for the full control effect; nearly all actives have a fitted effect of over 75% in size
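G9a (20 nM) preincubated 15 min RT with compounds, then 500 nM biotinylated H3K9 peptide and 20 uM SAM added; 2 h RT reaction. Monomethyl-H3K9 product detected by AlphaScreen with anti-H3K9me1 antibody, streptavidin donor and anti-rabbit IgG acceptor beads.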
BAZ2B inh = blocks human BAZ2B. Q9UIF8. actives 4.4% (n = 360,000). AID 504333. Potency, µM (doses to about 114 µM), for inactives: top-dose activity change, negative = inhibition, actives largely listed as inhibitors. AlphaScreen BAZ2B-H3K14Ac peptide displacement; also: % is scaled to controls: 0 for no effect and ±100 for the full control effect; nearly all actives have a fitted effect of over 60% in size
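BAZ2B (50 nM) with biotin-H3(5-23)K14Ac peptide (50 nM) in PBS pH 7.4, 0.01% Tween-20, preformed 30 min, then compound 30 min at room temperature; top concentration 110uM. AlphaScreen streptavidin donor/nickel chelate acceptor beads (10 ug/mL final), 20 min dark, signal read.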
Tb PGK inh = T. brucei PGK inhibition; P07378; PGK/GAPDH coupled, Kinase-Glo luminescence, 60 min; Potency, µM (top dose mostly 57.5 µM), for the others: at the highest dose activity change, negative = inhibition, usual class: inhibitors; actives 0.043% (n = 380,000); AID 602233; also: % is scaled to controls: 0 for no effect and ±100 for the full control effect; nearly all actives have a fitted effect of over 60% in size
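Recombinant glycosomal PGK reaction used 1,3-bisphosphoglycerate generated in-well by GAPDH (100nM final) in 100mM TEA pH 7.6, 5mM MgCl2, 0.01% Tween-20. After 60 minutes at room temperature, ATP was read by Kinase-Glo Plus luminescence end-point.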
HP1b chromo inh = blocks HP1-beta chromodomain binding to methylated histone tails | Potency, µM (highest dose often 114 µM), for inactives: at the highest dose activity change, negative = inhibition, actives largely listed as inhibitors | P83916 | actives 0.56% (n = 390,000) | AlphaScreen HP1-beta / biotin-H3K9me3 peptide binding; also: nearly all actives have a fitted effect of over 70% in size; inactives centre near 23
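AlphaScreen: HP1-beta (50 nM) preformed 30 min with biotin-H3(1-18)K9me3 peptide (50 nM) in PBS pH 7.4, 0.01% Tween-20. Compound added for 30 min at RT, then streptavidin donor/nickel chelate acceptor beads (10 ug/mL) for 30 min.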
GLS inh = inhibitors of human glutaminase (GLS) | O94925 | GLS enzymatic activity, qHTS titration | Potency, µM (titrated, usually from 45.5 µM), without a hit: top-dose activity change, negative = inhibition, most hits filed as inhibitors | actives 0.21% (n = 410,000) | AID 624170; also: % is scaled to controls: 0 for no effect and ±100 for the full control effect
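hKGA in 45 mM KH2PO4 pH 8.2, 0.02% Tween-20 with pin-transferred compounds; 1 mM L-glutamine (stock) plus glutamate oxidase/HRP/Amplex Red coupling added. Fluorescence read initially and after 30 min at RT.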
JMJD2A Tudor inh = blocks the human JMJD2A Tudor domain; O75164; AlphaScreen JMJD2A-Tudor / H3K4me3 peptide binding; Potency, µM (highest dose often 114 µM), inactives show top-dose activity change, negative = inhibition, actives largely listed as inhibitors; actives 4.4% (n = 390,000); also: % is scaled to controls: 0 for no effect and ±100 for the full control effect; nearly all actives have a fitted effect of over 50% in size
Target sequence (O75164 whole entry, looked up, the tested form may be a part): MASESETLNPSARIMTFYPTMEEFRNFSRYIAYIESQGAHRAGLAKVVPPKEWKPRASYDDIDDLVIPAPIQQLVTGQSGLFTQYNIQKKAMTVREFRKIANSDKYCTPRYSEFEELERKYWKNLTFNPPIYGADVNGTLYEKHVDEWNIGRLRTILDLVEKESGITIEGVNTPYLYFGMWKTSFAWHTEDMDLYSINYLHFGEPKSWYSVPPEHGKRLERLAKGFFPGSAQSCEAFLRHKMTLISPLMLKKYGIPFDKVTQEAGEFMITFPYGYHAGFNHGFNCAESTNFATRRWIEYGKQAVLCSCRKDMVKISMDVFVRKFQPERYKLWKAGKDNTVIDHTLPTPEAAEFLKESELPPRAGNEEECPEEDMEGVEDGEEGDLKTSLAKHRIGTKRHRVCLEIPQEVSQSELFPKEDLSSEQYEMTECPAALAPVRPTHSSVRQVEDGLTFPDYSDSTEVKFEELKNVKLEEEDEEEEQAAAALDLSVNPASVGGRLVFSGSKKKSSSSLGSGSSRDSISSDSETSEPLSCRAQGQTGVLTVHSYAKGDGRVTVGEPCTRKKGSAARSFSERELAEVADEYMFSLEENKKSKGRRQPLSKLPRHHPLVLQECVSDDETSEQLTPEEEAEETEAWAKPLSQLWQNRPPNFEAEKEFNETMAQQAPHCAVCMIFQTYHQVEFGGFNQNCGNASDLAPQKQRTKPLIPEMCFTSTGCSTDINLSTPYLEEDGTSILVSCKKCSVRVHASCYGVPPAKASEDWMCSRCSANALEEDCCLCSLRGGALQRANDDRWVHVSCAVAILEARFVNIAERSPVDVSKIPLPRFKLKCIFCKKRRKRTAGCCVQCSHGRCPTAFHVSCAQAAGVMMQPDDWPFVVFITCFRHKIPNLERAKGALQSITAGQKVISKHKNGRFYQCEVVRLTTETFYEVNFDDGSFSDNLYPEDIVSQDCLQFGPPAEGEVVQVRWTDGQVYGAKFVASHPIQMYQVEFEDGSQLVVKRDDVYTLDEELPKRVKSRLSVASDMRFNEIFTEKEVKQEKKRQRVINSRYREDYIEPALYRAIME
Pol iota inh = blocks human DNA polymerase iota activity; Q9UNA4; Pol iota fluorescent replication assay, 10 min; Potency, µM (doses to about 115 µM), without a hit: at the top dose activity, negative = inhibition, actives largely listed as inhibitors; actives 1% (n = 390,000); AID 588590
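Fluorescent replication assay read twice, at 0 min and 10 min after adding 50 nM (final) substrate. Enzyme (10 nM) and compounds were first incubated 15 min at room temperature; enzyme-free buffer wells were negative controls.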
Pin1 inhibitor = human Pin1 inhibition; Pin1 FP peptide displacement, HiFluor488, 10 min; Potency, µM (titrated, usually from 115 µM), without a hit: at the highest dose activity, negative = inhibition, actives largely listed as inhibitors; actives 0.009% (n = 390,000); AID 504891; active = well fitted inhibition curve with a large enough effect in the polarisation, with a control signal flat, not every such curve was filed as active; inconclusive = small, poorly fitted or top-dose-only effect, or effect the other way, or a change in a side signal; inactive = no such curve, though single readings can be large or run the other way; the % refers to the polarisation; also: % is scaled to controls: 0 for no effect and ±100 for the full control effect
BLM inh = inhibitors of human Bloom syndrome helicase BLM | P54132 | Potency, µM (doses to about 56.1 µM), for inactives: at the highest dose activity change, negative = inhibition, most hits filed as inhibitors | recombinant BLM DNA unwinding, fluorescence dequenching | actives 0.2% (n = 350,000);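 also: plate controls were vehicle for no effect and no enzyme for full effect; nearly all actives have a fitted effect of over 35% in size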
An asterisk follows results filed as active; i = inactive; ? = inconclusive; . = not tested or not shown; [ ] = remark or other dose. Unless noted, calls follow the shape of the dose curve; as a rule, active = well fitted curve in the direction sought with a large enough effect; inconclusive = small, poorly fitted or top-dose-only effect, or another doubt; inactive = no such curve, though single readings can be large; an effect the other way counts as inactive or inconclusive. Potency is read from the fitted curve at half-maximal effect. This is a subset. The share of hits here may be higher or lower than overall.

G9a inh | BAZ2B inh | Tb PGK inh | HP1b chromo inh | GLS inh | JMJD2A Tudor inh | Pol iota inh | Pin1 inhibitor | BLM inh | compound
26.3%[12.7 µM] | -13.7% | -6.3% | 47.6%[activator] | 8.0% | -8.8% | 27.2% | -0.9% | -5.1% | Cc1ccc(NC(=O)CCC(=O)N/N=C/c2coc3ccccc3c2=O)cc1
53.4%[activator][0.0925 µM] | 17.3% | 7.7% | 18.8% | -17.5% | -20.6% | 63.1%[activator] | 9.5% | 1.7% | CCC1CCCCN1CCCNC(=O)Cn1cc2c(n1)-c1c(oc(C(=O)N3CCCC3)c1C)CC2 (centres undefined)
27.7% | 1.5% | -9.5% | 38.2% | -1.1% | -13.1% | 14.2% | 2.5% | 2.7% | O=C(NCC1CCCO1)c1cnn2c(C(F)F)cc(C3CC3)nc12 (centres undefined)
22.8% | 0.7% | 2.1% | 38.2%[activator] | -8.5% | 6.9% | 13.4% | ? | -1.1% | COc1cc(/C=N/NC(=O)c2cccnc2)ccc1OC(=O)c1ccc2c(c1)OCO2
35.5µM* | 79.4µM* | -1.3% | -24.1% | 11.7% | 22.4µM* | 39.0%[activator] | -0.4% | 1.1% | COc1cc2c(cc1OC)C1=C(C#N)CN(CC(=O)O)CN1CC2
15.9% | -21.1% | 0.1% | 12.4%[57 µM] | 6.7% | -12.2% | -3.4% | -2.2% | 1.3% | O=C(Cc1ccccc1)N1N=C(c2ccncc2)CC1(O)C(F)(F)F (centres undefined)
-4.4% | 1.5% | 7.7% | 19.6% | -0.7% | -11.5% | 29.0% | 0.8% | . | COc1ccc(OCCCC(=O)OC(C)C(=O)Nc2ccc(C)cc2)cc1 (centres undefined)
? | ? | -0.8% | 34.8% | 6.1% | -24.8% | ? | 3.0% | 3.7% | CCCCN(C(=O)Cc1cccs1)c1nnc(-c2cccnc2)s1
20.3%[0.501 µM] | -10.2% | -13.0% | 20.5% | -13.1% | -5.1% | -16.4% | -2.1% | 2.3% | NC(N)=Nc1nc2ccc([N+](=O)[O-])cc2[nH]1
-0.2% | -25.1% | -3.2% | 17.6% | 13.0% | -20.4% | 1.4% | -1.7% | 4.8% | COc1ccc(C(C)=O)cc1CSc1nnc(-c2ccccc2O)n1-c1ccccc1
-1.3%[59 µM] | 10.7% | -9.9% | 23.3% | 2.3% | -26.5% | -28.6% | 15.8% | . | CC(C)Oc1ccc(C(=O)NCC(=O)N2CCN(S(=O)(=O)/C=C/c3ccccc3)CC2)cc1
? | -13.6% | i | -1.3% | -1.0% | -34.8% | -12.5% | 12.6% | -12.2% | Cc1ccc(C(=O)CC2(O)C(=O)N(CCc3ccccc3)c3ccc(Br)cc32)o1 (centres undefined)
22.4µM* | -7.4% | 4.6% | 28.1% | -3.7% | 22.4µM* | -3.8% | 3.0% | -2.6% | O=C(NCc1n[nH]c(=S)n1-c1ccc(F)cc1)c1ccco1
. | . | 4.3% | 41.8%[activator] | 4.3% | -12.4% | 26.5% | -10.7% | . | Cc1ccc(NS(=O)(=O)c2ccc(OCC(=O)NCc3ccccn3)cc2)cc1
-2.3%[59 µM] | -31.0% | -0.6% | 9.5% | 1.7% | -23.1% | 22.4µM* | 2.3% | -16.1%[12.4 µM] | COC(=O)CCCC1=CC2=CC(=O)C(C)(OC(=O)c3cccs3)C(=O)C2=CN1CCCCO (centres undefined)
43.1%[activator] | -14.4% | -9.2% | 23.5% | -3.7% | -10.3% | 54.5%[activator] | -0.8% | 0.8% | COc1cc(CO)ccc1OCC(=O)N1CCc2ccccc21
17.6%[59 µM] | 2.6% | -4.7% | 5.6% | 8.9% | -12.4% | 11.1% | -7.6% | -3.8% | CCCOC(=O)c1cc2ccccc2oc1=O
12.2%[2.33 µM] | -0.4% | -4.8% | 54.9% | 4.0% | 12.8% | ? | -5.9% | 0.2% | C#CCOC(=O)c1ccccc1C(=O)n1nnc2ccccc21
. | -14.0% | 5.7% | 31.5% | 10.5% | -22.7% | 91.1%[activator] | 0.1% | -2.3% | CC(=O)Nc1ccc(Nc2c([N+](=O)[O-])c(=O)n(-c3ccccc3)c3ccccc23)cc1
22.8%[0.0925 µM] | -6.1% | 1.4% | 26.9% | 4.5% | -4.4% | 17.5% | 3.7% | -1.1% | CCCN1CNC(=S)N(c2cccc(C)c2C)C1
3.7%[59 µM] | -20.0% | -4.6% | 2.7% | 0.1% | -21.0% | ? | ? | -7.7% | CN(C[C@H](Cc1ccccc1)N(CCN(CCc1ccccc1)N=O)N=O)N=O
? | -2.8% | -2.0% | 33.2% | 20.8% | -6.3% | -8.2% | 0.9% | 0.6% | COc1ccc(C(=O)Nc2c(N)nc(SCC(=O)N3CCC(C)CC3)[nH]c2=O)cc1OC
? | -16.4% | -5.2% | 16.0%[57 µM] | 6.4% | -25.9% | -2.0% | 1.1% | -1.0% | Cc1ccc(C)c(NC(=O)CN2CCSc3ccc(S(=O)(=O)N4CCCC4)cc32)c1
-1.9%[59 µM] | -0.1% | 0.2% | 16.9% | 18.8% | -9.2% | 4.2% | 1.2% | -2.1% | O=C(CC1SC2=NCCN2C1=O)Nc1ccc(Cl)cc1 (centres undefined)

A stretch from further up:
G9a inh | BAZ2B inh | Tb PGK inh | HP1b chromo inh | GLS inh | JMJD2A Tudor inh | Pol iota inh | Pin1 inhibitor | BLM inh | compound
3.7%[59 µM] | -20.0% | -4.6% | 2.7% | 0.1% | -21.0% | ? | ? | -7.7% | CN(C[C@H](Cc1ccccc1)N(CCN(CCc1ccccc1)N=O)N=O)N=O
? | -2.8% | -2.0% | 33.2% | 20.8% | -6.3% | -8.2% | 0.9% | 0.6% | COc1ccc(C(=O)Nc2c(N)nc(SCC(=O)N3CCC(C)CC3)[nH]c2=O)cc1OC
? | -16.4% | -5.2% | 16.0%[57 µM] | 6.4% | -25.9% | -2.0% | 1.1% | -1.0% | Cc1ccc(C)c(NC(=O)CN2CCSc3ccc(S(=O)(=O)N4CCCC4)cc32)c1
-1.9%[59 µM] | -0.1% | 0.2% | 16.9% | 18.8% | -9.2% | 4.2% | 1.2% | -2.1% | O=C(CC1SC2=NCCN2C1=O)Nc1ccc(Cl)cc1 (centres undefined)

Following part.
G9a inh | BAZ2B inh | Tb PGK inh | HP1b chromo inh | GLS inh | JMJD2A Tudor inh | Pol iota inh | Pin1 inhibitor | BLM inh | compound
1.1%[12.7 µM] | 6.8% | 5.9% | 46.3%[activator] | 21.9% | -4.1% | 22.9% | -3.9% | -4.5% | CCOC(=O)N1CCC2(O)CCCCC2C1c1ccc(F)cc1 (centres undefined)
1.9% | -9.7% | i | 19.9% | 4.2% | -4.1% | -21.7% | 2.1% | 2.2% | CCOc1ccccc1NC(=O)CCc1nnc2ccc(N3CCC4(CC3)OCCO4)nn12
14.4%[59 µM] | -27.2% | -1.2% | 32.3% | -3.8% | ? | 21.5% | 5.1% | -1.1% | COc1ccc(OC)c(-n2c(=S)[nH]c3c(sc(=S)n3-c3ccccc3)c2=O)c1
-38.4% | 2.1% | -4.3% | 29.3% | 5.4% | -10.1% | 10.3% | ? | 0.5% | Cc1c(C#N)c(=O)oc2ccc3ccccc3c12
-2.3%[59 µM] | 5.1% | i | 41.2%[activator] | 0.0% | 3.8% | -4.4% | -4.7% | -2.4% | O=C(c1ccco1)n1nc(-c2ccc(Cl)cc2)nc1NCc1ccccc1
. | . | -9.3% | 19.0% | -4.7% | -13.1% | 22.0% | -1.8% | . | CC(=O)NC12CC3CC(C1)CC(C(=O)N1CCN(S(=O)(=O)c4ccc([N+](=O)[O-])cc4)CC1)(C3)C2
-30.4%[59 µM] | ? | i | 44.2%[activator] | 1.3% | -23.5% | 89.1µM* | 3.8% | -3.9% | Cc1ccc(OCC(=O)NCC2(N3CCOCC3)CCCCC2)cc1C
-25.5% | -2.1% | i | 32.8% | -13.8% | 13.0% | 4.5% | 2.8% | -5.5% | Cc1ccccc1NC(=O)C1CC(=O)N(c2ccccc2F)C1 (centres undefined)
15.7% | -15.3% | 6.7% | 41.8%[activator] | 29.0% | -10.3% | 31.7%[activator] | -5.1% | -2.3% | COC(=O)CCC(=O)N1CCCC(N2CCN(c3ccc(OC)cc3)CC2)C1 (centres undefined)
-8.5% | 2.1% | -6.3% | -6.2% | 2.2% | -16.6% | 30.7%[activator] | -20.2% | -6.7% | Cc1cccc(NC(=O)C2CCCN(S(=O)(=O)c3ccc(-n4cnnn4)cc3)C2)c1 (centres undefined)
2.5%[0.501 µM] | ? | 2.5% | -10.0% | 12.2% | -23.4% | -5.2% | 3.1% | -8.8% | COc1ccc(NC(=O)CN2CCN(c3ccc(Cl)cc3)CC2)c(OC)c1
-0.4%[59 µM] | -1.4% | . | 16.9% | -0.4% | -13.8% | -0.4% | 8.9% | -0.4% | Cc1c(Cl)cccc1NC(=O)C(C)n1nnc2sc3c(c2c1=O)CCCC3 (centres undefined)
? | ? | 1.1% | -51.9% | 7.9% | 3.16µM* | 19.6% | 0.6% | -5.5% | COc1ccc(CCN(C)Cc2ccc(OC)c(OCc3ccccc3)c2)cc1OC
14.5% | 2.5% | -6.2% | 9.5% | 3.8% | -29.5% | 70.8%[activator] | -0.7% | -0.8% | Cc1[nH]n2c(=O)cc(C(C)(C)C)nc2c1-c1ccccc1
8.91µM* | -34.4% | i | -18.5% | 1.5% | 44.7µM* | -3.3% | 14.3% | -9.7% | COc1ccc(NC(=O)c2c(NCc3ccc(C)o3)sc3c2CCC(C)C3)cc1 (centres undefined)
20.6%[0.501 µM] | 7.2% | 3.4% | 11.9% | 5.9% | -5.4% | 7.6% | -0.8% | . | CCn1c(COC(=O)CNC(=O)c2cc(OC)c(OC)c(OC)c2)nc2cc(S(=O)(=O)N(C)C)ccc21
-2.4%[59 µM] | 0.6% | 3.3% | 44.3%[activator] | 4.3% | 4.8% | 20.2% | 4.1% | -7.4% | COC(=O)c1ccc(OC)c(CN2CCCN(Cc3ccc(C)cc3)S2(=O)=O)c1
-8.9%[59 µM] | -0.6% | -0.5% | 24.4% | 3.4% | -1.3% | 7.1% | 11.2% | -14.0% | CC(=O)c1cn(CC(=O)NCc2ccc3c(c2)OCO3)c2ccccc12

Assay outcomes (PubChem)
